NALP1 yeast inh = blocks the NALP1 inflammasome reconstituted in yeast | S. cerevisiae NALP1/ASC/caspase-1 growth, X-gal OD620, 72 h | inhibition, % at 10 µM | actives 0.61% (n = 280,000); in the data active = inhibition mostly above about 24%, no sharp cut-off; inactive = mostly below about 32%; note: some compounds called inactive have numbers as strong as hits
MEKK3 PB1 HTS = modulators (inhibitors or enhancers) of MEK5 binding to human MEKK3 PB1 domain; Q99759; bead-based flow cytometry, Alexa488-MEK5 binding to MEKK3; actives lie on both sides; 0 = blocked by unlabeled MEK5, 100 = vehicle; binding response (% of control), % at 10 µM; actives 1.4% (n = 290,000); AID 1529;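 active = binding response more than 3 SD above or below the average of its plate-row segment, actives on both sides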;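 note: Alexa488 bead fluorescence after subtracting the streptavidin-only scavenger bead signal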
IDE cell inh = cellular human IDE inhibition | P14735 | HEK cells, FAbetaB cleavage, fluorescence polarization | inhibition, % at 5.59 µM | actives 0.41% (n = 320,000) | AID 434962;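 active = percent inhibition above the average of all tested compounds plus 3 SD, set per screening campaign, cut at about 16% in these data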;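 note: IDE supplied by intact live HEK cells; FP after avidin binding of uncleaved biotin substrate so inhibition keeps polarization high; 0% = DMSO wells and 100% = 60 µM reference IDE inhibitor Ii1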
p-CIP stab down = lowers stability of the mouse p/CIP coactivator protein. actives 0.01% (n = 290,000). decrease of EGFP signal, % at 10 µM. F442A p/CIP-EGFP cells, EGFP fluorescence, 16 h. Q05BA5;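 active = EGFP signal decrease of at least 30% at 10 µM or well 3 SD below plate mean, unless failing retest; inactive = the rest, including hits failing retest or dose response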; note: some compounds called inactive have numbers as strong as hits; many of its hits are not listed in these tables
Target sequence (Q05BA5 1-1403): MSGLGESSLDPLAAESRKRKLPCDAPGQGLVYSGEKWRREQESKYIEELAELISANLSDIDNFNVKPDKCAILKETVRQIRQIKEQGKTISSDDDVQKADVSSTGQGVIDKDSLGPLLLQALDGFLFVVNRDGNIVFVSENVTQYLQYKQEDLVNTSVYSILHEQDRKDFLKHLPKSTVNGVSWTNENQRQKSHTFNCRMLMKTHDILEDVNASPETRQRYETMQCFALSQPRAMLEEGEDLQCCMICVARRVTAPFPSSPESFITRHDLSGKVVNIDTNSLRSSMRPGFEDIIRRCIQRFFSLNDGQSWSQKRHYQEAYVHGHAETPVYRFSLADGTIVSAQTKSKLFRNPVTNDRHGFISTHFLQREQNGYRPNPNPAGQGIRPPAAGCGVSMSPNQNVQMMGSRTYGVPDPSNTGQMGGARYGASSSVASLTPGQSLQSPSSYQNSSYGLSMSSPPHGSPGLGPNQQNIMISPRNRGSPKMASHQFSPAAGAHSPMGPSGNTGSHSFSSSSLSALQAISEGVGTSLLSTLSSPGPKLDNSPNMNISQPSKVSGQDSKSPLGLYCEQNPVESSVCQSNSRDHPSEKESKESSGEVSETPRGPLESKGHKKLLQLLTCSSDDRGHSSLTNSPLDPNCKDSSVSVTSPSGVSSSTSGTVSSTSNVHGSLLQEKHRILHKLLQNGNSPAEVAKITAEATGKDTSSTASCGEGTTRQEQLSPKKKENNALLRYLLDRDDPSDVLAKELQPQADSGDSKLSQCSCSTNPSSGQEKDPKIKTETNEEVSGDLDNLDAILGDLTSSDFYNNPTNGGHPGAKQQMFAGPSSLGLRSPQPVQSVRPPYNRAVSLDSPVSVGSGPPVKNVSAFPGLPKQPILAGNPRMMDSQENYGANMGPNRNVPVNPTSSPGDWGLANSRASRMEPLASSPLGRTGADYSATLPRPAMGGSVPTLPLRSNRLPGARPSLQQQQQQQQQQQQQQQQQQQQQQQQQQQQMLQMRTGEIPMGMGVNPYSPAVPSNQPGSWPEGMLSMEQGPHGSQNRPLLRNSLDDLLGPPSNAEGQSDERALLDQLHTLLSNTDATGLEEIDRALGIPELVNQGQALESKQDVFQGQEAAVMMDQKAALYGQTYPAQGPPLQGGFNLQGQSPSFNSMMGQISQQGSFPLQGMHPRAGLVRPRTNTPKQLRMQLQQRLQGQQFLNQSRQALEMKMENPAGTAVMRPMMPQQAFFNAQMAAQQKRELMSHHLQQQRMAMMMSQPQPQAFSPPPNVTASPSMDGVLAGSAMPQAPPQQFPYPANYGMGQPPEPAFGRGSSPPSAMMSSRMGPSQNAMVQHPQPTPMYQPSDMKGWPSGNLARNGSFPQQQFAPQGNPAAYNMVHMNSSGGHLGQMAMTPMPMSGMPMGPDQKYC
IDE cell activ = activators of human insulin-degrading enzyme in cells. HEK cells, FAbeta-B cleavage, fluorescence polarization; 0% vehicle, 100% cell-free pure enzyme wells. activation, % at 5.96 µM. AID 493087. actives 0.073% (n = 340,000);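 active = activation above the mean of all tested compounds plus 3 SD, set per screening campaign, cut at about 17% in these data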
M18AAP inhibitor = blocks P. falciparum M18 aspartyl aminopeptidase; inhibition, % at 7.35 µM; AID 1822; recombinant PfM18AAP, H-Glu-NHMec fluorogenic cleavage; actives 1.2% (n = 290,000);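 active = inhibition above the campaign mean inhibition over all tested compounds plus 3 SD, cut at about 28% in these data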;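 note: 0% = plate median of test compound wells and 100% = 2 mM ZnCl2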
MEKK2mut PB1 HTS = signal of MEK5 binding to mutant human MEKK2 PB1 domain. bead flow cytometry, Alexa488-MEK5 binding to MEKK2 mutant. percent response, % at 10 µM. actives 0.35% (n = 290,000). AID 1530; in the data active = percent response above about 24%, passing the limit was not always enough; note: inactives centre near 1; some results filed as inactive read as strong as hits; reference of the scale not given here
SUMO HTRF inh = inhibitors of human SUMOylation (UBC9) | P63279 | HTRF SUMOylation assay, SAE1/SAE2 + UBC9, in vitro | inhibition, % at 35 µM | actives 0.36% (n = 290,000) | AID 2006; in the data active = inhibition above about 50%, passing the limit was not always enough; note: strong numbers were not always called active
MEKK2wt PB1 HTS = raises or lowers MEK5 binding to wildtype human MEKK2 PB1 domain; binding response (% of control), % at 10 µM; actives 1.1% (n = 290,000); bead flow cytometry, Alexa488-MEK5 binding to MEKK2 WT; actives lie on both sides; in the data active = binding response below about 67% or above about 130%
Numbers without * were called inactive; nt = no result given; & = joins results of further samples. The list is partial; rates above refer to the full screens.

Values run as follows: NALP1 yeast inh	MEKK3 PB1 HTS	IDE cell inh	p-CIP stab down	IDE cell activ	M18AAP inhibitor	MEKK2mut PB1 HTS	SUMO HTRF inh	MEKK2wt PB1 HTS
- COc1ccccc1NC(=O)CSc1nnc(COc2ccccc2C)o1
 : 16	103	1	-13	4	-15	-1	9	101
- CC1=CCC2C(=O)N(c3cccc(C(=O)NC(C)c4ccccc4)c3)C(=O)C2C1 (stereo unspecified)
 : 0	100	2	-9	4	-1	2	16	100
- CC(C)CCN(C(=O)CNC(=O)c1cccs1)C(C(=O)NC1CCCCC1)c1cccnc1 (stereo unspecified)
 : nt	103	-1	-2	5	-2	-2	-6	102
- CCC(=O)Nc1ccc(/C(C)=N\NC(=O)c2ccc(OC)cc2)cc1
 : 24	107	-7	2	3	-5	4	10	107
- O=C(Nc1ccccc1)c1cc2ccccc2[nH]1
 : 26	97	7	13	2	-21	-1	-13	99
- Cc1cc2oc(=O)cc(CSc3nnc(C)n3N)c2cc1C(C)C
 : 14	101	7	-13	4	6	-1	6	100
- N#Cc1c(N2C(=O)c3ccc(C(=O)O)cc3C2=O)sc2c1CCCC2
 : -1	114	-3	2	0	-1	10	21	113
- COc1ccc(CCC(=O)NC2CCCCC2)cc1
 : 1	102	3	2	5	-5	4	-2	104
- CCCCN(C)Cc1c(C)[nH]c2ccc(Cl)cc2c1=O
 : 27	99	-4	0	1	2	6	6	110
- CCN(CC)C(=O)Nc1cnc2ccccc2c1
 : 20	103	-4	17	-1	-11	3	0	104

Another view of some results above:
smiles	NALP1 yeast inh	MEKK3 PB1 HTS	IDE cell inh	p-CIP stab down	IDE cell activ	M18AAP inhibitor	MEKK2mut PB1 HTS	SUMO HTRF inh	MEKK2wt PB1 HTS
CC1=CCC2C(=O)N(c3cccc(C(=O)NC(C)c4ccccc4)c3)C(=O)C2C1 (stereo unspecified)	0	100	2	-9	4	-1	2	16	100
Cc1cc2oc(=O)cc(CSc3nnc(C)n3N)c2cc1C(C)C	14	101	7	-13	4	6	-1	6	100

Additional entries follow.
Values run as follows: NALP1 yeast inh	MEKK3 PB1 HTS	IDE cell inh	p-CIP stab down	IDE cell activ	M18AAP inhibitor	MEKK2mut PB1 HTS	SUMO HTRF inh	MEKK2wt PB1 HTS
- Cc1nnc(NC(=O)CSc2nnnn2Cc2ccccc2)s1
 : 23	103	0	-8	4	-1	6	1	104
- Cc1nn(-c2ccccc2)c(N2CCCC2)c1/C=N/n1cnc2scc(-c3ccccc3)c2c1=O
 : 12	94	0	12	-1	5	1	11	94
- O=C(Cc1ccc(F)cc1)NCCc1ccc(F)cc1
 : 7	nt	6	11	-1	13	nt	-6	nt
- Cc1cc(C)c2[nH]c(=O)c(C(c3nnnn3Cc3ccc4c(c3)OCO4)N3CCC(C)CC3)cc2c1 (stereo unspecified)
 : 0	97	0	-8	1	11	-10	13	94
- CN(C)S(=O)(=O)c1cccc(C(=O)NCC2(N3CCOCC3)CCCCC2)c1
 : 3	106	2	2	7	-11	1	3	104
- CC(C)C(NS(=O)(=O)c1cccs1)C(=O)N1CCc2ccccc2C1 (stereo unspecified)
 : 2	103	3	-1	3	-11	14	2	101
- N#Cc1cc(-c2ccccc2)cnc1Cl
 : 31	101	-2	-3	5	-7	1	9	101
- Cn1ccnc1C(=O)c1cccc(Br)c1
 : 11	97	0	2	0	3	2	7	101
- Cc1cc(OCCn2ccnc2)ccc1C(C)C
 : 43	87	4	-6	-1	8	-3	14	91
- CCCCNC(=O)NNC(=O)COc1cc(C)cc(C)c1
 : 26	98	10	-24	3	-14	-3	9	101

Remaining list, next part
Values run as follows: NALP1 yeast inh	MEKK3 PB1 HTS	IDE cell inh	p-CIP stab down	IDE cell activ	M18AAP inhibitor	MEKK2mut PB1 HTS	SUMO HTRF inh	MEKK2wt PB1 HTS
- Cc1ccc(C(=O)Nc2ccncc2)c(C)c1
 : 20	107	-9	-1	7	-7	2	9	104
- CCOC(=O)c1c(S(=O)(=O)N2CCCCC2C)c(C)n(C)c1C (stereo unspecified)
 : 7	99	-4	-21	5	-9	-1	14	100
- Cc1ccc(NC(=O)COC(=O)c2cccc3c(=O)c(C)c(-c4ccccc4)oc23)cc1
 : 5	103	6	-9	4	2	-1	-21	106
- Cc1ccc(NC(=S)NC2CCN(Cc3ccccc3)CC2)cc1
 : 34	98	3	-6	1	0	-1	13	97
- COC(=O)C1=C(CS(=O)(=O)c2ccccc2)NC(=O)NC1c1ccc(O)cc1 (stereo unspecified)
 : 23	99	-2	4	6	1	-11	-1	99
- O=C(COc1ccc(-c2ccccc2)cc1)N/N=C/c1cccnc1
 : 6	99	8	-12	-5	0	9	nt	103
- C/C(N)=C(/C#N)C(=O)CSc1nc2ccccc2c(=O)n1Cc1ccc(F)cc1
 : 18	100	0	6	-2	-12	16	11	98
- CSc1nc(N)nc(-c2cccs2)c1C#N
 : -8	104	3	-5	0	7	9	24	106
- Cc1nnc2c(NCCc3ccccc3)nc3ccccc3n12
 : 2	104	-2	-8	-2	1	3	3	104
- CCOC(Cn1c(CCCO)nc2ccccc21)OCC
 : 4	93	2	-3	6	-5	-2	0	92

Later entries.
Values run as follows: NALP1 yeast inh	MEKK3 PB1 HTS	IDE cell inh	p-CIP stab down	IDE cell activ	M18AAP inhibitor	MEKK2mut PB1 HTS	SUMO HTRF inh	MEKK2wt PB1 HTS
- O=C(Nc1ccc2c(c1)C(=O)OC2)c1ccccc1Cl
 : 5	98	8	-14	-1	13	-2	1	94
- Cc1ccccc1S(=O)(=O)Cc1ccc(C(=O)N2CCN(c3ccccc3F)CC2)o1
 : 8	97	3	3	6	3	-1	-12	96
- CCCCCCCCCCC[C@@H](C[C@@H]1OC(=O)[C@H]1CCCCCC)OC(=O)[C@H](CC(C)C)NC=O
 : 3	104&102	1	-17	7	2	2&3	-4	100&101
- Cc1ccc(Nc2cc(C)nc3nc(C)nn23)c(C)c1
 : 20	107	0	0	2	-1	-2	4	102
- CN(C)c1ccc(C(C(=O)NCc2ccccc2)N(Cc2ccco2)C(=O)c2snc(C(N)=O)c2N)cc1 (stereo unspecified)
 : 10	98	10	10	-4	-1	-1	2	96
- O=C1OC2CCC1(c1ccccc1)C2 (stereo unspecified)
 : 5	104	-1	-2	10	2	6	-14	104
- COc1ccc(NS(=O)(=O)c2ccc(NS(C)(=O)=O)cc2)cc1
 : 1	112	1	-6	-3	-7	12	8	114
- CSc1nnc(-c2ccc(NC(=O)CCc3ccccc3)cc2)n1C
 : nt	nt	11	5	5	-4	nt	-22	nt
- O=C(c1ccccc1F)N(Cc1nc2ccccc2c(=O)[nH]1)C1CCCC1
 : -16	105	0	-4	-2	0	-5	2	99
- Cc1ccc(C)c(NS(=O)(=O)c2cc(C(=O)Nc3cccc(N(C)S(C)(=O)=O)c3)ccc2C)c1
 : 32	104	-2	-3	4	-2	8	10	115

(next part)
Values run as follows: NALP1 yeast inh	MEKK3 PB1 HTS	IDE cell inh	p-CIP stab down	IDE cell activ	M18AAP inhibitor	MEKK2mut PB1 HTS	SUMO HTRF inh	MEKK2wt PB1 HTS
- NC(=O)N[C@@H](Cc1c[nH]c2ccccc12)C(=O)OCC(=O)N1CCCCC1
 : 2	99	-4	-7	-1	3	0	20	97
- O=C(/C=N/O)NCCCN1CCCCCC1
 : 12	95	4	-10	-1	1	-1	11	98
- CCOc1ccccc1N1CCN(C(=O)c2ccc3[nH]c4c(c3c2)CCCC4)CC1
 : 23	96	1	-11	0	-1	0	-7	94
- Cc1ccc(C(=O)OCc2c(C)noc2C)cc1NC(=O)c1ccco1
 : 5	102	3	2	0	-1	2	15	98
- CC1CCCCN1C(=O)CCc1nnc(Cc2c[nH]c3ccccc23)o1 (stereo unspecified)
 : 10	97	-3	-22	3	2	-10	12	93
- CC(C)(C)NC(=O)CN(C(=O)CS(=O)CC(=O)Nc1ccc(F)cc1)c1cccc(F)c1 (stereo unspecified)
 : 0	94	3	-13	-4	1	-9	-6	91
- Cc1ccc(/C=C2\SC(=S)N(CCCC(=O)NNC(=O)c3ccccc3O)C2=O)cc1
 : nt	91	-3	-2	0	-2	-17	33	95
- O=C(CCN1C(=O)COc2ccccc21)N1CCCCC1
 : 12	82	3	-1	7	6	-10	3	91
- COc1ccccc1OCC(O)Cn1c(Br)nc2c1c(=O)[nH]c(=O)n2C (stereo unspecified)
 : 13	106	6	-2	8	1	0	14	104
- O=C(NCCN1CCOCC1)c1ccc2c(c1)N(Cc1ccc(F)cc1)C(=O)c1ccccc1S2(=O)=O
 : 18	102	4	-2	1	-3	2	-5	104

Additional entries follow.
Values run as follows: NALP1 yeast inh	MEKK3 PB1 HTS	IDE cell inh	p-CIP stab down	IDE cell activ	M18AAP inhibitor	MEKK2mut PB1 HTS	SUMO HTRF inh	MEKK2wt PB1 HTS
- Cc1[nH]nc2c1C(c1ccc(-c3ccccc3C#N)o1)C(C#N)=C(N)O2 (stereo unspecified)
 : 2	96	6	5	2	6	-3	1	95
- COC(=O)c1cccc(NC(=O)CCCOc2cccc(C)c2)c1
 : 2	101	-2	10	3	2	0	-9	99
- O=C(Nc1nc(-c2ccc(F)cc2)cs1)C1CCCO1 (stereo unspecified)
 : 42	104	16	-11	1	-10	2	15	103
- CCN(C(=O)COC(=O)CCc1ccccc1)c1ccccc1
 : 4	102	1	-8	3	-1	-4	3	98
- CCCCCCc1nnc(NC(=O)c2ccco2)s1
 : 10	108	7	5	-3	-2	12	6	106
- CCOc1nc2cnccc2n(CC(=O)Nc2ccccc2C(=O)OC)c1=O
 : -2	101	-3	-6	6	-2	4	2	104
- CCOc1cccc2sc(=NC(=O)c3ccco3)n(CC(=O)OC)c12
 : 24	105	3	-5	-3	-18	4	32	108
- COc1cccc(-n2nc(-c3ccnn3-c3ccc(C)cc3)c(=O)n(C)c2=O)c1
 : 19	104	-3	-4	5	-1	2	10	103
- O=C(NN1CCOCC1)NC12CC3CC(CC(C3)C1)C2
 : -11	88	1	7	2	1	-17	5	90
- CSc1cccc(NC(=O)c2nnn(CC(=O)Nc3cc(C)cc(C)c3)c2N)c1
 : 12	102	-5	2	5	-6	1	33	100

Later entries
Values run as follows: NALP1 yeast inh	MEKK3 PB1 HTS	IDE cell inh	p-CIP stab down	IDE cell activ	M18AAP inhibitor	MEKK2mut PB1 HTS	SUMO HTRF inh	MEKK2wt PB1 HTS
- CN=C(NC#N)SCC(=O)c1ccc(Cl)cc1Cl
 : 8	104	-2	-10	5	6	1	-17	103
- Cc1cc(OC(=O)c2ccccc2F)c([N+](=O)[O-])c(=O)[nH]1
 : -7	94	1	-2	-1	11	-2	-5	97
- CO/N=C/CC(=O)Nc1ccc(F)cc1F
 : 21	102	3	5	3	-2	4	26	103
- c1ccc2c(Oc3ccc4c(c3)OCO4)nncc2c1
 : 22	96	-7	1	10	-2	-3	9	98
- COc1cc(CNC(=O)C2CCCC2)cc(OC)c1OC
 : 34	104	0	-1	2	-5	2	5	108
- COc1ccc(Cl)cc1NC(=O)CSc1nc(-c2ccccc2)cc(=O)[nH]1
 : 16	103	-4	-1	5	-15	4	18	101
